VIM-2 inhibitor – blocks Pseudomonas aeruginosa VIM-2 metallo-beta-lactamase | purified VIM-2, nitrocefin hydrolysis, epi-absorbance fluorescence | inhibition, % at 5.6 µM | actives 0.89% (n = 290,000) | AID 1527;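 active = inhibition above the mean of all tested compounds plus 3 SD, cutoff set per screening run, cut at about 7.5% in these data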;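 also: red hydrolysis product quenches plate fluorescence so inhibitors raise well fluorescence; 0% = enzyme with DMSO and 100% = DMSO without enzyme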
SUMO HTRF inh – inhibitors of human SUMOylation (UBC9) | P63279 | HTRF SUMOylation assay, SAE1/SAE2 + UBC9, in vitro | inhibition, % at 35 µM | actives 0.36% (n = 290,000); in the data active = inhibition above about 50%, passing the limit was not always enough; also: strong numbers were not always called active
Target sequence (P63279 whole entry, looked up): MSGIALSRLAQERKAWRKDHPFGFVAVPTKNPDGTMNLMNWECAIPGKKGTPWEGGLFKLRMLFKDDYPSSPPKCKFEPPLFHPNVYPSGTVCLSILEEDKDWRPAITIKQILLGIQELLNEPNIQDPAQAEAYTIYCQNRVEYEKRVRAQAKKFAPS
MEKK2 WT-MEK5 – raises or lowers MEK5 binding to wildtype human MEKK2 PB1 domain; binding response (% of control), % at 10 µM; bead flow cytometry, Alexa488-MEK5 binding to MEKK2 WT; actives lie on both sides; AID 1531; Q9Y2U5; actives 1.1% (n = 290,000); in the data active = binding response below about 67% or above about 130%
M18AAP inhibitor – blocks P. falciparum M18 aspartyl aminopeptidase; inhibition, % at 7.35 µM; actives 1.2% (n = 290,000); recombinant PfM18AAP, H-Glu-NHMec fluorogenic cleavage;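 active = inhibition above the campaign mean inhibition over all tested compounds plus 3 SD, cut at about 28% in these data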;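 also: 0% = plate median of test compound wells and 100% = 2 mM ZnCl2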
FID counter – counter-screen for HCV NS3 helicase inhibitors: DNA intercalator displacement | DNA fluorescent intercalator displacement, fluorescence | inhibition, % at 7.9 µM | actives 0.17% (n = 290,000) | AID 1845; in the data active = inhibition above about 37%;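 also: 0% = vehicle and 100% = reference compound; higher means more ethidium bromide displaced from hairpin DNA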
NS3 helicase inh – inhibitors of Hepatitis C virus NS3 helicase. NS3 helicase DNA unwinding, Cy5 molecular beacon fluorescence. inhibition, % at 10.9 µM. actives 0.56% (n = 290,000);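 active = inhibition above the mean of all tested compounds plus 3 SD, set per campaign, cut at about 35% in these data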;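 also: 0% = DMSO wells and 100% = thioflavine S control wells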
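System: Hepatitis C virus NS3 helicase domain fragment enzyme | Reagent: Annealed dual-labelled DNA beacon duplex, ATP-started | Compound dosing: 10.9 µM single point, 0.8% DMSO | Incubation: 1 h reaction at 25 °C, ATP-initiated | Technique: Cy5 fluorescence | Evaluation: Percent inhibition from t60/t0 fluorescence ratio | Benchmarks: Low DMSO, high thioflavine S at 110 µM | Replication: Singlicate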
NALP1 inh – NALP1 inhibition; S. cerevisiae NALP1/ASC/caspase-1 growth, X-gal OD620, 72 h; actives 0.61% (n = 280,000); inhibition, % at 10 µM; in the data active = inhibition mostly above about 24%, no sharp cut-off; inactive = mostly below about 32%; also: some compounds called inactive have numbers as strong as hits
IMP-1 inh – blocks Pseudomonas aeruginosa IMP-1 metallo-beta-lactamase; purified IMP-1, nitrocefin hydrolysis, epi-absorbance fluorescence; inhibition, % at 5.6 µM; actives 0.45% (n = 290,000); AID 1556;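 active = inhibition above the mean plus 3 SD of all compounds in the same screening run, cut at about 4.5% in these data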;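 also: 0% = IMP-1 with DMSO and 100% = DMSO wells lacking enzyme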
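Material – recombinant IMP-1 enzyme, purified · Amount – IMP-1 0.2 nM before substrate addition · Medium – HEPES buffer pH 7.1 with ZnSO4 and Brij 35 · Timing – 25 °C, 15 min preincubation, 25 min reaction · Measured by – plate fluorescence quenching by hydrolysis product, ex 480/em 530 nm · Read-out – percent enzyme inhibition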
MEKK2mut PB1 HTS – signal of MEK5 binding to mutant human MEKK2 PB1 domain; percent response, % at 10 µM; actives 0.35% (n = 290,000); bead flow cytometry, Alexa488-MEK5 binding to MEKK2 mutant; AID 1530; in the data active = percent response above about 24%, passing the limit was not always enough; also: inactives centre near 1; some results filed as inactive read as strong as hits
* = called active by the depositor; / = not tested or not shown.

SMILES	VIM-2 inhibitor	SUMO HTRF inh	MEKK2 WT-MEK5	M18AAP inhibitor	FID counter	NS3 helicase inh	NALP1 inh	IMP-1 inh	MEKK2mut PB1 HTS
Cc1csc(NC(=O)CSc2nc3ccccc3c(=O)[nH]2)n1	-0.8	6	97	4	4	-6	9	-1.2	-2
COc1cc(N)c(Cl)cc1NC(=O)c1ccccc1	-1.3	4	98	-16	0	8	-2	-4.8	-1
OCCC1CN(C2CCC2)CCN1Cc1ccc(F)c(F)c1 (stereo not drawn)	-1.9	7	104	-2	-1	4	8	-0.9	7
CC(=O)N1CCCc2cc(S(=O)(=O)N3CCCC(C(=O)N4CCN(c5cccc(Cl)c5)CC4)C3)ccc21 (stereo not drawn)	-4.0	-17	99	-4	-64	-14	6	-5.2	3
Cc1ccc(S(=O)(=O)N(C)CCCC(=O)Nc2cccc3ccccc23)cc1	-1.4	7	81	1	-23	-5	38	-1.1	-1
O=C(NCCCN1CCOCC1)c1ccc(Cl)cc1Cl	-2.9	-14	107	3	-1	20	5	-2.4	12
CC(=O)Nc1sc(NC(=O)c2ccc(C)cc2)nc1-c1cccs1	-2.5	7	101	-1	-3	4	-101	-2.2	2
O=C(NNC(=O)c1ccccc1Cl)c1ccco1	-0.8	6	107	0	0	5	/	-2.4	5
C/C(CC(=O)Nc1cc(C)cc(C)c1)=N\NC(=O)c1ccccn1	-6.0	0	114	0	-19	0	11	-9.5	2
CCCNCC(O)Cn1c2ccccc2n2c(=O)cc(C)c(C#N)c12 (stereo not drawn)	8.5*	-1	102	16	16	-7	12	0.4	0
Clc1ccc(SCCN2CCNCC2)cc1	-3.8	-13	93	1	19	-15	-3	-2.3	-11
COc1ccc(-c2csc(NC(=O)COC(=O)c3ccco3)n2)cc1	-3.1	0	107	0	-11	0	25	-3.7	0

Part of the list above in order of SMILES length, low to high:
SMILES	VIM-2 inhibitor	SUMO HTRF inh	MEKK2 WT-MEK5	M18AAP inhibitor	FID counter	NS3 helicase inh	NALP1 inh	IMP-1 inh	MEKK2mut PB1 HTS
OCCC1CN(C2CCC2)CCN1Cc1ccc(F)c(F)c1 (stereo not drawn)	-1.9	7	104	-2	-1	4	8	-0.9	7
Cc1csc(NC(=O)CSc2nc3ccccc3c(=O)[nH]2)n1	-0.8	6	97	4	4	-6	9	-1.2	-2
Cc1ccc(S(=O)(=O)N(C)CCCC(=O)Nc2cccc3ccccc23)cc1	-1.4	7	81	1	-23	-5	38	-1.1	-1
CC(=O)N1CCCc2cc(S(=O)(=O)N3CCCC(C(=O)N4CCN(c5cccc(Cl)c5)CC4)C3)ccc21 (stereo not drawn)	-4.0	-17	99	-4	-64	-14	6	-5.2	3

More entries follow.
SMILES	VIM-2 inhibitor	SUMO HTRF inh	MEKK2 WT-MEK5	M18AAP inhibitor	FID counter	NS3 helicase inh	NALP1 inh	IMP-1 inh	MEKK2mut PB1 HTS
COc1ccc(-c2ccc(SCC(=O)Nc3cc(C)on3)nn2)cc1OC	-1.1	5	106	-12	-15	-3	18	-2.4	5
CCOc1ccc2nc(NC(=O)CS(=O)(=O)c3ccc(C)cc3)sc2c1	-3.4	-10	101	6	-7	-3	15	-2.6	1
COc1cc2c(cc1OC)C(Cc1ccc(O)cc1)N(C)CC2 (stereo not drawn)	-3.0	17	96	-7	3	3	23	-3.4	-1
COc1ccc(C(=O)NNC(=S)NC(=O)c2ccc(OC)cc2)cc1	-0.9	-27	105	-2	-9	1	2	0.5	1
CCCC(=O)Nc1ccccc1-c1nnn(CC(=O)Nc2ccc(OCC)cc2)n1	-3.0	17	92	-2	0	-6	14	-3.6	-9
COc1ccc(OC(C)C(=O)N2CCOCC2)cc1 (stereo not drawn)	-1.2	3	106	2	-6	14	26	0.0	-1
O=C1c2ccccc2C(Nc2ccc(-c3nc4ccccc4[nH]3)cc2)N1Cc1ccco1 (stereo not drawn)	-2.2	-5	102	5	-6	-11	21	-2.9	9
CCC(=O)NNc1cc(=O)c2c(=O)n(C)c(=O)n(C)c2[nH]1	1.8	0	101	-1	1	4	-4	-1.4	-3
C=C(C)COc1ccc(-c2ncncc2-c2ccc(Cl)cc2)c(O)c1	-0.1	-24	101	3	-22	13	6	-0.8	-1
S=C(N/N=C1\CCc2ccccc21)NC1CCCCC1	-3.2	-2	99	-4	-1	6	18	-0.4	0
Cc1cc(F)ccc1S(=O)(=O)N(C(=O)c1ccncc1)c1ccc(OC(=O)c2ccncc2)cc1	-5.3	37	92	-9	-1	-2	12	-2.9	-1

Five of the compounds above, comma-delimited.
mol,VIM-2 inhibitor,SUMO HTRF inh,MEKK2 WT-MEK5,M18AAP inhibitor,FID counter,NS3 helicase inh,NALP1 inh,IMP-1 inh,MEKK2mut PB1 HTS
COc1ccc(OC(C)C(=O)N2CCOCC2)cc1 (stereo not drawn),-1.2,3,106,2,-6,14,26,0.0,-1
COc1ccc(-c2ccc(SCC(=O)Nc3cc(C)on3)nn2)cc1OC,-1.1,5,106,-12,-15,-3,18,-2.4,5
CCOc1ccc2nc(NC(=O)CS(=O)(=O)c3ccc(C)cc3)sc2c1,-3.4,-10,101,6,-7,-3,15,-2.6,1
S=C(N/N=C1\CCc2ccccc21)NC1CCCCC1,-3.2,-2,99,-4,-1,6,18,-0.4,0
C=C(C)COc1ccc(-c2ncncc2-c2ccc(Cl)cc2)c(O)c1,-0.1,-24,101,3,-22,13,6,-0.8,-1

Bioassay records as filed in PubChem.

Outcome played no part in choosing rows; overall some 4.7% were active at least once.
